PMI activator: activators of human phosphomannose isomerase. P34949. purified human PMI, coupled resazurin fluorescence, 20 min; hits give high values; 1 = vehicle control, 0 substrate-free wells. activation factor at 20 µM. 190,000 compounds, 0.005% hits. AID 1214;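 active = activation factor of 2 or more at 20 µM, relative to plate controls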
Target sequence (P34949 whole entry, looked up): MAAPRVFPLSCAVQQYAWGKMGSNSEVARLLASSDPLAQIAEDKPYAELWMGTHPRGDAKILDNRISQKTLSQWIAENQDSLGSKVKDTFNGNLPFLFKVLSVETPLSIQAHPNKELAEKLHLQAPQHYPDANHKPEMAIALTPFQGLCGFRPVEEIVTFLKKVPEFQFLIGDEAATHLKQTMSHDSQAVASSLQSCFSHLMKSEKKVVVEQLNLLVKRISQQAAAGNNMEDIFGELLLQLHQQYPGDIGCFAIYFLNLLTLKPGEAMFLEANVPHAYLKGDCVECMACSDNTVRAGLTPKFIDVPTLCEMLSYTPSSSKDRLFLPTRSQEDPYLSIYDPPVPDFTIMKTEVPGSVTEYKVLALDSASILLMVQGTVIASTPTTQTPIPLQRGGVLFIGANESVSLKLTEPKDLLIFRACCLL
TNAP act hi DEA: activators of human TNAP at high phosphate acceptor concentration | P05186 | purified TNAP, CDP-star luminescence, 1 M DEA, 30 min; hits give high values; 0 = EDTA background, 1 = DMSO-only activity | 200,000 tested, under 10 active | activation factor at 20 µM;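 active = activation factor at least 2 at 20 µM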
Target sequence (P05186 whole entry, looked up): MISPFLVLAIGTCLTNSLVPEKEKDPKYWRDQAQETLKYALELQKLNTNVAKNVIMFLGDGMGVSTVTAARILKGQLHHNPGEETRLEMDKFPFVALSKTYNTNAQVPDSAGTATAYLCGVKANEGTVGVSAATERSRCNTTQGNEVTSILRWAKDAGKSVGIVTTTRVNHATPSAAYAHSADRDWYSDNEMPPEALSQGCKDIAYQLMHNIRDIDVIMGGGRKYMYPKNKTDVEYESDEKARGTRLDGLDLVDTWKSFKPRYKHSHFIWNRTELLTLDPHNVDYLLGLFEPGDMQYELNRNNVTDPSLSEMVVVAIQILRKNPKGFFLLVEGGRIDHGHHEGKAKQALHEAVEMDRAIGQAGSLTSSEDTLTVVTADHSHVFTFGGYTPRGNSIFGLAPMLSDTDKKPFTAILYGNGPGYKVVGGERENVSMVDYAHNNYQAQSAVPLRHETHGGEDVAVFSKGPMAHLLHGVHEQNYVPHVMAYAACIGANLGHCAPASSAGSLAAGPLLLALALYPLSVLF
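Assay system: human TNAP; Input: enzyme diluted 1/800 final; Reagent: CDP-star luminogenic substrate at 100 µM final; Timing: 30 min, room temperature; Signal: luminescence; Evaluation: TNAP activation factor scaled between EDTA and DMSO control wells.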
TNAP inh noacc: blocks human TNAP activity with no phosphate acceptor present. P05186. purified TNAP, CDP-star luminescence, 30 min. inhibition, % at 20 µM. 200,000 compounds, 0.26% hits. AID 1012;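 active = tissue-nonspecific alkaline phosphatase inhibition above about 50% at 20 µM in the single-dose screen, limit read from the data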;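 note: 0% = DMSO negative control and 100% = EDTA positive control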
Efa HMGR inh: blocks class II HMG-CoA reductase of Enterococcus faecalis | 190,000 compounds, 0.41% hits | inhibition, % at 10 µM | purified E. faecalis HMGR, NADPH absorbance 340 nm kinetic;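 active = inhibition above a set limit, the median over all tested compounds plus 3 SD, cut at about 9.5% in these data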;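 note: enzyme runs in reverse so mevalonate oxidation gives rising NADPH absorbance; 0% = complete reaction with DMSO and 100% = background rate lacking mevalonate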
PMI act satM6P: increases human PMI activity with near-saturating mannose 6-phosphate; AID 1216; activation factor at 20 µM; 190,000 compounds, 0.34% hits; coupled PMI enzyme assay, resazurin fluorescence, 20 min; hits give high values; 1 = untreated enzyme, 0 = substrate-free blank; P34949;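 active = activation factor of 2 or more at 20 µM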
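Material: human phosphomannose isomerase with PGI, G6PDH, diaphorase coupling enzymes; amount: PMI at 15 ng/mL final; also added: Mannose-6-phosphate 1.0 mM (near-saturating) plus 0.22 mM NADP+; incubation: enzyme reaction with compound 20 min at room temperature; signal: resorufin fluorescence (Ex 544/Em 590 nm) from resazurin via diaphorase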
G6PDH counter: inhibits Leuconostoc G6PDH, flagging false hits in G6PDH-based assays; Purified L. mesenteroides G6PDH, diaphorase/resazurin coupled fluorescence, 45 min; AID 1020; inhibition, % at 5 µM; 200,000 compounds, 0.12% hits; in the data active = inhibition above about 50%
FLuc act counter: firefly luciferase counter-screen for stimulation assays; AID 1027; ATPlite luciferase biochemical, luminescence, 10 min; 0 = ATP-free wells, 1 = DMSO control; activation factor at 10 µM; 200,000 tested, under 10 active; P08659;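 active = luciferase activation factor, scaled between plate controls, of at least 2 with compound at 10 µM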
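System: luciferase plus luciferin reagent, cell-free; medium: PBS as buffer for the ATP substrate; dosing: test compounds dosed from 2 mM stocks in 100% DMSO; timing: 10 min post-reagent at room temperature; measured by: luminescence measurement of luciferase light output; evaluation: luciferase activation, seen as luminescence increase over controls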
Diaph inh CS: diaphorase inhibition or chemical oxidation counter-screen | diaphorase resazurin-to-resorufin fluorescence, NADH, 16 min; bacterial (C. kluyveri) enzyme, not human | inhibition, % at 20 µM | 190,000 compounds, 0.69% hits;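 active = primary screen inhibition at 20 µM above a set limit, cut at about 50% in these data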;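 note: plate controls were DMSO with full reaction for no effect and wells lacking NADH for full effect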
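System: Diaphorase enzyme from Clostridium kluyveri | Amount: Enzyme working solution with 0.14 U/mL diaphorase | Benchmarks: No-NADH positive control and DMSO neutral control | Signal: Fluorescence of resorufin formed from resazurin, Ex 544/Em 590 nm | Schedule: 16-min room-temperature incubation before reading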
Diaph act CS: counter-screen for diaphorase-based assays: diaphorase activators and chemical reducers | AID 1229 | 190,000 compounds, 0.005% hits | Diaphorase/resazurin coupled assay, resorufin fluorescence, 16 min; hits give high values; 1 = vehicle wells, 0 = NADH-free wells | activation factor at 20 µM;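 active = diaphorase activity raised at least twofold by the compound at 20 µM; inactive = activation factor below 2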
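Measured by – red resorufin fluorescence at 544/590 nm excitation/emission · Test system – Clostridium kluyveri diaphorase, purified enzyme · Incubation – reaction time 16 min, room temperature · Buffer or medium – 50 mM HEPES pH 7.4 with 4.542 mM MgCl2, 0.005% Tween 20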
TNAP inh hi DEA: inhibitors of human TNAP at high phosphate acceptor concentration; P05186; purified TNAP, CDP-star luminescence, 1 M DEA; inhibition, % at 20 µM; 200,000 compounds, 0.03% hits; AID 1135;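 active = over 50% inhibition of tissue-nonspecific alkaline phosphatase at 20 µM in the single-dose screen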;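 note: plate controls were DMSO wells for no effect and EDTA-quenched wells as full inhibition for full effect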
Active calls of the source: *. Hits appear at their usual frequency; about 1.7% have a hit in one of these screens.

SMILES | TNAP inh noacc | FLuc act counter | TNAP act hi DEA | Diaph inh CS | Diaph act CS | Efa HMGR inh | TNAP inh hi DEA | G6PDH counter | PMI activator | PMI act satM6P
CC1Cc2ccccc2N1C(=O)CN1CCC(n2nnc3cc(C(F)(F)F)ccc32)CC1 (stereo not drawn) | -8 | 1 | 1 | 13 | 0.9 | -1 | -4 | -2 | 0.9 | 0.9
COC(=O)C1=C(C)Nc2c(c(=O)n(C)c(=O)n2C)C1c1cccs1 (stereo not drawn) | -4 | 1.1 | 1.1 | 8 | 0.9 | -9 | -9 | 8 | 1 | 1.1
CCCCn1c(SCC(=O)Nc2nnc(CC)s2)nc2ccccc2c1=O | -9 | 1.1 | 1 | 10 | 0.9 | -6 | -1 | -12 | 0.9 | 0.9
CC(Oc1ccc(Cl)cc1Cl)C(=O)N(C)c1ccccc1 (stereo not drawn) | -6 | 1.1 | 1 | 7 | 0.9 | -4 | -3 | 10 | 1 | 1
CC1CCCCC1NC(=O)COC(=O)/C=C/c1ccc2c(c1)OCO2 (stereo not drawn) | 5 | 1.1 | 1.1 | -10 | 1.1 | -2 | -5 | 14 | 1.1 | 1.1
CC(C)Sc1nc(SCC(=O)NCc2ccco2)c2c3c(sc2n1)COC(C)(C)C3 | -7 | 0.9 | 1 | 10 | 0.9 | -6 | -4 | 3 | 1.1 | 1.1
CC(C)NC(=S)N1CCN(Cc2ccc3c(c2)OCO3)CC1 | -3 | 1 | 1 | 6 | 0.9 | -4 | 0 | 4 | 0.9 | 0.9
O=C1C2CC=CCC2C(=O)N1c1n[nH]c(Cc2ccccc2)n1 (stereo not drawn) | 96* | 1 | 1 | 20 | 0.8 | 1 | 2 | 4 | 0.9 | 1
COc1ccc(CC2(CO)CCN(Cc3cc4ccccc4o3)CC2)cc1 | 1 | 1.1 | 1 | 13 | 0.9 | -5 | -3 | 18 | 0.9 | 0.8
CCC(CC)C(=O)c1c[nH]c(C(=O)NCCc2ccccn2)c1 | -17 | 1.1 | 1.1 | 14 | 0.9 | 4 | -6 | 2 | 1 | 1
COc1ccc(-n2ccc(=O)c3c2CCCC3=O)cc1 | -8 | 1 | 1 | 20 | 0.8 | 0 | -4 | 8 | 0.9 | 0.9
O=S1(=O)CCN2N=C(C34CC5CC(CC(C5)C3)C4)SC2=N1 | -23 | 1 | 1.1 | 9 | 0.9 | -1 | -8 | -13 | 1 | 0.9
CCC(C)[C@H](NC(=O)NC1CCCc2ccccc21)C(=O)O (stereo partly drawn) | -10 | 1.1 | 1 | 13 | 0.9 | -9 | -3 | 2 | 1 | 1
CCOC(=O)C1CCN(C(=O)c2cc3c(=O)n4ccccc4nc3n2C)CC1 | -16 | 1 | 1 | 19 | 0.8 | 0 | -4 | 8 | 0.9 | 0.9
Cc1cccc(-n2nnc(C(=O)NCc3ccc4c(c3)OCO4)c2N)c1 | -1 | 1.1 | 1.1 | 12 | 0.9 | 0 | -6 | 6 | 1.1 | 1
COC(=O)N/N=C(/c1ccccc1)C1CCCCC1 | -7 | 1 | 1 | -1 | 1 | 5 | -2 | 5 | 1 | 1
CCOC(=O)C1C(=O)C=C(c2ccc(OC)cc2)CC1c1ccco1 (stereo not drawn) | -9 | 0.8 | 1.1 | 30 | 0.7 | 2 | -8 | 5 | 0.8 | 0.8
CCCCN(C)CCC(=O)Nc1ccc(OC)cc1OC | -7 | 1.1 | 1 | 8 | 0.9 | -1 | -1 | 4 | 1.1 | 0.9
CCOc1cccc(=O)c2c(C)n(C)c(C)c12 | 1 | 1.1 | 1.1 | 21 | 0.8 | -3 | -6 | 9 | 1.1 | 0.7
Cc1cc(C)c(C#N)c(SCC(=O)N2CCCCC2)n1 | -7 | 1.1 | 1 | 12 | 0.9 | 1 | -3 | -14 | 1.2 | 1.4
Cc1c(C(=O)N2CCOCC2)[nH]c2c1C(=O)CC(c1ccc(Cl)cc1)C2 (stereo not drawn) | -3 | 1 | 1 | 2 | 1 | -6 | 2 | 2 | 0.9 | 0.9
CC1(C)Cc2ccccc2-c2c1c(=O)n(Cc1ccccc1)c1nnnn21 | -8 | 1.1 | 1 | 11 | 0.9 | 4 | -4 | 2 | 0.9 | 0.9
Cc1ccc(-c2c(C#N)c(N)n3c(nc4ccccc43)c2C#N)cc1 | -16 | 1 | 1 | 33 | 0.7 | 0 | -3 | -34 | 0.8 | 0.9
CCC1CCCCN1C(=O)CSc1nc2c(cnn2-c2ccc(C)cc2)c(=O)[nH]1 (stereo not drawn) | -10 | 1 | 1 | 25 | 0.8 | -4 | -4 | -10 | 0.8 | 0.9
COc1ccc(OC)c(NC(=O)CSc2ncccn2)c1 | -9 | 0.9 | 1.1 | 14 | 0.9 | 1 | -7 | 16 | 0.9 | 1.1
Cc1cccc(C2c3[nH]c4ccccc4c3CCN2C(=O)c2cc(C(C)C)nc(N)n2)n1 (stereo not drawn) | -4 | 1 | 1.1 | 4 | 1 | -5 | -5 | 4 | 1 | 1
COc1ccc(/C=N/n2cnc3c([nH]c4ccc(Br)cc43)c2=O)cc1CN1CCOCC1 | -8 | 1 | 1 | 6 | 0.9 | -1 | -1 | 5 | 1 | 1
COc1ccc(Nc2nc(Cl)nc(N3CCN(c4ccc(OC)cc4)CC3)n2)cc1 | -4 | 1.1 | 1 | 20 | 0.8 | -3 | -1 | 9 | 0.8 | 0.9
COc1ccc(-c2cc(C(F)(F)F)nc(-n3cc(Br)cn3)n2)cc1 | -7 | 1 | 1 | 16 | 0.8 | 4 | 2 | -1 | 0.8 | 0.8
CC1CCc2c(sc(NC(=O)COC(=O)c3ccc(O)cc3)c2C#N)C1 (stereo not drawn) | -5 | 1.1 | 1 | 32 | 0.7 | 4 | -1 | 9 | 1 | 0.9
COC(=O)C1C(c2ccc(N(C)C)cc2)C(C(=O)OC)S(=O)(=O)CS1(=O)=O (stereo not drawn) | 0 | 1 | 1 | 12 | 0.9 | -15 | 0 | 11 | 0.8 | 0.8
COc1ccc(/C=N/NC(=O)c2c(C)nnn2-c2nonc2N)cc1OC | -20 | 1.1 | 1 | 3 | 1 | 2 | -2 | -5 | 1 | 1
O=C(COc1ccccc1[N+](=O)[O-])N/N=C/c1ccncc1 | -8 | 1 | 1 | 6 | 0.9 | 0 | -2 | 3 | 1 | 1
O=S(=O)(NCc1cccs1)NCc1ccccc1F | -8 | 1 | 1 | 9 | 0.9 | -2 | -3 | 5 | 1 | 1
CCOc1ccccc1N(CC(=O)NC1CCCCC1)S(C)(=O)=O | -9 | 1 | 1 | -4 | 1 | -1 | -3 | 6 | 1.1 | 1.1
CCOC(=O)CNC(=O)CSc1nc2cccnc2n1Cc1ccccc1 | -6 | 1 | 1 | 12 | 0.9 | -1 | -2 | 4 | 0.9 | 0.9
Cc1ccc(/C=C/C(=O)N2CCCC(C)C2)cc1 (stereo not drawn) | -9 | 0.3 | 1.1 | 14 | 0.9 | 0 | -5 | 1 | 0.9 | 0.9
CCOc1ccc(C2NC(=O)NC(C)=C2C(=O)OC)cc1C (stereo not drawn) | -3 | 1 | 1 | 10 | 0.9 | 1 | 2 | -3 | 1 | 1
CCOc1ccccc1NC(=O)Nc1ccc(Br)cn1 | -7 | 1 | 1.1 | -8 | 1.1 | -3 | -8 | 12 | 1.1 | 1
CC(Nc1ccc(Cl)cc1)c1cc(Cl)ccc1O (stereo not drawn) | 0 | 1 | 0.9 | 12 | 0.9 | -1 | 8 | 6 | 1 | 0.9

Two neighbouring entries from above:
SMILES | TNAP inh noacc | FLuc act counter | TNAP act hi DEA | Diaph inh CS | Diaph act CS | Efa HMGR inh | TNAP inh hi DEA | G6PDH counter | PMI activator | PMI act satM6P
O=C(COc1ccccc1[N+](=O)[O-])N/N=C/c1ccncc1 | -8 | 1 | 1 | 6 | 0.9 | 0 | -2 | 3 | 1 | 1
O=S(=O)(NCc1cccs1)NCc1ccccc1F | -8 | 1 | 1 | 9 | 0.9 | -2 | -3 | 5 | 1 | 1

The list continues.
SMILES | TNAP inh noacc | FLuc act counter | TNAP act hi DEA | Diaph inh CS | Diaph act CS | Efa HMGR inh | TNAP inh hi DEA | G6PDH counter | PMI activator | PMI act satM6P
Cc1c(C(=O)N2CCc3ccccc3C2)oc2ccc(S(=O)(=O)N3CC(C)CC(C)C3)cc12 (stereo not drawn) | -2 | 1 | 1 | 16 | 0.8 | -1 | 4 | 2 | 0.7 | 0.8
O=C1CCCC2=C1C1c3ccccc3C(=O)N1c1ccc(C(=O)c3ccccc3)cc1N2 (stereo not drawn) | -8 | 1 | 1 | 20 | 0.8 | 3 | -4 | 3 | 0.9 | 0.9
O=C(NCCOc1ccc(Cl)cc1)c1ccc2ccccc2n1 | -8 | 1.1 | 1 | 31 | 0.7 | -1 | -4 | 3 | 0.8 | 0.8
Cn1c(=O)oc2cc(S(=O)(=O)NCc3ccco3)ccc21 | -14 | 1 | 1 | 12 | 0.9 | -11 | -2 | -1 | 1 | 1

Molecules shown so far containing two or more sulfur atoms:
SMILES | TNAP inh noacc | FLuc act counter | TNAP act hi DEA | Diaph inh CS | Diaph act CS | Efa HMGR inh | TNAP inh hi DEA | G6PDH counter | PMI activator | PMI act satM6P
CCCCn1c(SCC(=O)Nc2nnc(CC)s2)nc2ccccc2c1=O | -9 | 1.1 | 1 | 10 | 0.9 | -6 | -1 | -12 | 0.9 | 0.9
CC(C)Sc1nc(SCC(=O)NCc2ccco2)c2c3c(sc2n1)COC(C)(C)C3 | -7 | 0.9 | 1 | 10 | 0.9 | -6 | -4 | 3 | 1.1 | 1.1
O=S1(=O)CCN2N=C(C34CC5CC(CC(C5)C3)C4)SC2=N1 | -23 | 1 | 1.1 | 9 | 0.9 | -1 | -8 | -13 | 1 | 0.9
COC(=O)C1C(c2ccc(N(C)C)cc2)C(C(=O)OC)S(=O)(=O)CS1(=O)=O (stereo not drawn) | 0 | 1 | 1 | 12 | 0.9 | -15 | 0 | 11 | 0.8 | 0.8
O=S(=O)(NCc1cccs1)NCc1ccccc1F | -8 | 1 | 1 | 9 | 0.9 | -2 | -3 | 5 | 1 | 1

Source: PubChem
